Bioassay records deposited in PubChem by several laboratories.
MITF TRPM1 HTS: increases MITF-driven TRPM1 promoter luciferase signal; SK-MEL-5 TRPM1-promoter luciferase, 24 h; % of positive control, neutral wells = 0; activation, % at 12.5 µM; hit rate 0.75% among 300,000;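 active means mean activation of at least 80% with every replicate also reaching 80%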;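 further: 0% = neutral control wells and 100% = parthenolide positive control wells; values of inactives mirror those of a sister screen read the other way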
CAL PDZ FP-1: inhibitors of human CAL PDZ peptide binding. hit rate 0.02% among 330,000. AID 504414. purified CAL PDZ, TMR-peptide fluorescence polarization, 1 h. inhibition, % at 20 µM;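 active means highest replicate inhibition of at least 40%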;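 further: plate controls were DMSO neutral control wells for no effect and unlabeled competitor peptide control wells for full effect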
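System: purified tagged CAL PDZ domain construct (CerCALP). Schedule: 1 h incubation at room temperature before polarization reading. Medium: 25 mM sodium phosphate pH 7.4, 150 mM NaCl, TCEP, IgG, Thesit. Read-out: percent inhibition from loss of millipolarization. Measured by: FP readout, S and P plane fluorescence. Probe or stimulus: fluorescent TMR peptide probe.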
Wnt act: Wnt/beta-catenin pathway activation | Wnt/beta-catenin reporter cell assay, activator, plate reader | hit rate 1.2% among 300,000 | activation, % at 9.35 µM; in the data active means activation above about 30%, passing the limit was not always enough;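 further: 0% = neutral control wells and 100% = positive control wells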
cardiac RTF act: increases calcium sensitivity of human cardiac regulated thin filaments; IANBD-labeled TnC RTF fluorescence at EC20 calcium; 0% EC20 calcium, 100% full calcium; activation, % at 7.2 µM; hit rate 0.24% among 340,000; AID 493008;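 active means activation above the mean over all tested compounds plus 3 SD, cut at about 30% in these data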;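 further: rise in fluorescence read as greater calcium sensitivity of cardiac thin filaments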
Rtt109 HAT inh: blocks Candida albicans Rtt109/Vps75 acetyltransferase activity | Q5AAJ8 | purified Rtt109/Vps75, ThioGlo CoA-SH fluorescence, 4 h | inhibition, % at 34.9 µM | hit rate 0.16% among 330,000 | AID 540336;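 active means inhibition of at least 50% in every replicate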
Target sequence (Q5AAJ8 whole entry, looked up): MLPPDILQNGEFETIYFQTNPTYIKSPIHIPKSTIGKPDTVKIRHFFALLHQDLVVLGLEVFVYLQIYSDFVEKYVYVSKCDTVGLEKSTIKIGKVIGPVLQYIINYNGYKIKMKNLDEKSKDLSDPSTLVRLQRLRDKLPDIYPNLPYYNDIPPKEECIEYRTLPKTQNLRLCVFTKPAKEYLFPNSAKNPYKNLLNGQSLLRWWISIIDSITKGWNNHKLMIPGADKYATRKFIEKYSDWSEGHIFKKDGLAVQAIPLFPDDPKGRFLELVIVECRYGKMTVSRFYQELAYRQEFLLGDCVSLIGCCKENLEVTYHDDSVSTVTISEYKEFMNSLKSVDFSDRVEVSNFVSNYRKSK
CDK5 p35 inh: blocks human CDK5/p35 kinase activity; AID 488839; hit rate 0.01% among 330,000; inhibition, % at 10 µM; Q00535+Q15078; Recombinant CDK5/p35, ADP-Glo luminescence, 60 min;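 active means highest replicate inhibition of at least 50% and at least 75% of replicates reaching 50%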;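 further: plate controls were DMSO neutral control for no effect and GW8510 at 10 µM for full effect; many of its hits are not listed in these tables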
dFosB activator: activators of mouse delta FosB homodimer; P13346; purified delta FosB, TAMRA-CDK5 oligo fluorescence polarization; percent of positive-control signal above neutral wells; activation, % at 25 µM; hit rate 0.99% among 340,000;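 active means mean activation above about 17%, with every replicate also reaching it, limit read from the data, passing the limit was not always enough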;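 further: fluorescence polarization rise as delta FosB binds a TAMRA Cdk5 AP-1 oligo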
Target sequence (P13346 whole entry, looked up): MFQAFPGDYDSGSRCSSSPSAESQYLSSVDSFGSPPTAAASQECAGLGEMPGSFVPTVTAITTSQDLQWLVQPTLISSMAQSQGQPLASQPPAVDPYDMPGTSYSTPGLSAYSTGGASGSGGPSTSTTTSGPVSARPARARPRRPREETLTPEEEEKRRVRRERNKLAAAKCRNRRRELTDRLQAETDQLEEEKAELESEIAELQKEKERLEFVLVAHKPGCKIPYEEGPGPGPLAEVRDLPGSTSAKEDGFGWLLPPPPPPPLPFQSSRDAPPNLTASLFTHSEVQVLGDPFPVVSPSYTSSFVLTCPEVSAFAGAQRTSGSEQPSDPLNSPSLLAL
Tat export inh: inhibitors of E. coli Tat protein transport; E. coli MC4100 TorA-mCherry Tat export, fluorescence; inhibition, % at 10 µM; hit rate 0.036% among 340,000; AID 488895;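 active means mean replicate inhibition at least 50% and at least half of replicates individually reaching 50%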;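 further: exported cargo escapes ClpAP degradation while cytoplasmic cargo is degraded and loses fluorescence; 0% = median of neutral control wells and 100% = median of NaSCN control wells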
V-ATPase pHluor: regulators of yeast V-ATPase proton transport | S. cerevisiae, pHLuorin cytosolic pH fluorescence | response, % at 10 µM | hit rate 0.37% among 350,000 | AID 504577; in the data active means response mostly above about 7.3%, no sharp cut-off; inactive means mostly below about 5.4%; further: actives read high; inactives centre near 0; some compounds called inactive have numbers as strong as hits; reference of the scale not given here
CAL PDZ FP-2: CAL PDZ (human) peptide binding inhibition. purified CAL PDZ, TMR-peptide fluorescence polarization, 1 h. inhibition, % at 24.9 µM. hit rate 0.92% among 300,000. AID 602252;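 active means mean inhibition of at least 30% with at least half of replicates also reaching 30%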;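 further: 0% = DMSO neutral control and 100% = excess unlabeled competitor peptide PRC23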
Active calls of the source: *; nt = no result given.

SMILES	MITF TRPM1 HTS	CAL PDZ FP-1	Wnt act	cardiac RTF act	Rtt109 HAT inh	CDK5 p35 inh	dFosB activator	Tat export inh	V-ATPase pHluor	CAL PDZ FP-2
CC(C)c1c(O)c2c(n(-c3ccccc3)c1=O)CCCC2	-3	-0.7	1	9	-13	2.5	1	-9	1	1
CCCC(=O)Nc1ccc(NC(=O)C2CC2)cn1	20	-1.6	nt	-9	-9	-0.1	10	-1	-1	-4
COc1ccc(NS(=O)(=O)c2cc(NC(=O)Cc3c(F)cccc3Cl)ccc2OC)cc1	6	-2.2	-2	-4	4	-0.5	-3	2	2	nt
Nc1nn2c(-c3ccccc3)cc(=O)[nH]c2c1N=Nc1ccc(Br)cc1	-13	0.1	nt	1	nt	0.0	-9	-7	8	2
O=C(CC1C(=O)NCCN1Cc1ccc(-c2ccccc2)cc1)NCCc1ccccn1 (configuration not stated)	4	-0.9	1	-4	-3	-1.3	-4	0	0	-2
CCOC(=O)c1c(NC(=O)COC(=O)c2nc(Cl)ccc2Cl)sc(C(=O)N(C)C)c1C	2	-1.3	-4	3	7	-6.9	-6	10	3	-3
CCOC(=O)N1CCN(CC(O)COc2ccc(OC)cc2C(C)(C)C)CC1 (configuration not stated)	3	-0.5	1	4	2	0.9	-10	3	1	-2
CC1CC(=O)NN=C1c1ccc(NCCO)c([N+](=O)[O-])c1 (configuration not stated)	-13	-0.9	nt	-2	9	-2.5	3	-1	5	-2
Cc1nn(-c2ccc(F)cc2)c2sc(C(=O)O)cc12	11	-2.4	0	0	nt	1.4	-4	-1	-2	-4
O=C(C1=C[C@H](c2ccc(Br)cc2)C[C@H](OCc2ccc(CO)cc2)O1)N1CCN(Cc2ccc3c(c2)OCO3)CC1	2	-1.0	-6	3	-5	1.3	-6	2	-1	-3
CN1C(=O)C(N=Nc2ccccc2C(=O)O)N(C)C1=S (configuration not stated)	14	1.0	7	2	0	-3.9	-4	2	0	-2
Cc1cnc(C(=O)Nc2ccc(OC(F)(F)F)cc2)cn1	nt	-1.3	8	-4	8	0.7	-2	-4	2	-3
CC1CCC(NC(=O)Cn2cc3c(n2)CCCC3)CC1 (configuration not stated)	62	0.0	9	1	-1	2.1	-2	3	1	-1
CCN(CC)C(=O)c1c([N+](=O)[O-])c(C(C)(C)C)nn1C	-5	0.3	-1	9	3	-3.7	0	-4	0	-3
O=C(CN1C(=O)NC2(CCCC2)C1=O)OCCOc1ccc(Cl)cc1	1	0.6	-3	1	0	2.2	-2	4	-1	-2
COc1cccc(C2CC(=O)C3=C(C2)Nc2ccccc2N(C(=O)CCC(=O)O)C3c2ccc(F)cc2)c1 (configuration not stated)	-4	-0.9	-2	-2	6	0.1	-2	-1	4	0
O=C(NN1CCOCC1)c1cn(-c2ccccc2)nc1-c1cccs1	-5	-1.9	1	0	-7	-0.8	1	-2	1	3
Cc1ccc(/C=N/n2cnc3sc(-c4ccccc4)cc3c2=O)o1	-2	-3.3	25	2	-9	0.1	-5	1	-1	-3
O=C(NCCSc1ncc(-c2ccccc2)[nH]1)c1ccco1	14	-2.3	10	-1	-6	-0.3	5	-14	-1	1
C=C(C)CSc1nc2ccccc2[nH]1	16	-2.0	5	2	6	-0.8	-1	-7	-2	-2
CCOc1cc(N2CCOCC2)c(OCC)cc1NC(=O)c1ccc(S(=O)(=O)N(C)C)cc1	-7	-2.5	0	2	0	-2.1	1	-1	1	2
CN(CC(=O)Nc1cccc(Cl)c1)S(=O)(=O)c1ccc2[nH]c(=O)oc2c1	1	-2.7	-2	-2	4	-0.1	-2	0	6	1
O=C(CSc1nccn1-c1ccccc1)NCc1ccc(F)cc1	-2	-1.2	-1	2	-3	1.8	-3	7	1	-1
Cc1scc(C(=O)N/N=C/c2ccc(OC(C)C)cc2)c1C	53	-1.5	nt	-3	12	-1.4	-5	8	-2	nt
CCCN(CC(=O)Nc1ccccc1OC)C(=O)CCC(=O)c1ccc(Cl)s1	-2	-0.3	-5	2	0	2.4	0	4	-1	nt

Further entries follow:
SMILES	MITF TRPM1 HTS	CAL PDZ FP-1	Wnt act	cardiac RTF act	Rtt109 HAT inh	CDK5 p35 inh	dFosB activator	Tat export inh	V-ATPase pHluor	CAL PDZ FP-2
CCOc1cc(C=O)ccc1OCCCN1C(=O)NC(C)(C)C1=O	9	-0.8	nt	0	2	1.6	3	-13	4	nt
Cc1ccc(/C=C/c2nc3ccccc3[nH]2)o1	21	-0.7	38*	8	3	1.7	-9	-5	1	10
O=C(NCCCl)Nc1cccnc1Cl	4	0.1	1	-1	-15	0.3	8	-2	0	-2
Cc1cccc(C)c1NC(=O)CN(C)C(=O)CSC(=S)N1CCCC1	3	-1.8	-2	-2	-4	-0.7	-6	-8	2	-3
COC(=O)C(C)NC(=O)C12CC3CC(C1)CC(c1ccc(C)cc1)(C3)C2 (configuration not stated)	-3	-0.9	-1	0	7	-0.3	0	0	1	0
COc1ccc(-c2c(NC(C)=O)n(C)c3ccccc3c2=O)cc1	7	17	1	-1	-11	-0.8	2	-16	-1	45*
NS(=O)(=O)c1cccc(NC(=O)COC(=O)Cc2n[nH]c(=O)c3ccccc23)c1	1	-1.1	-3	-6	1	-0.2	-3	1	0	nt
c1ccc(Cc2nn[nH]n2)cc1	1	-0.1	nt	-4	-9	1.1	-1	0	-2	-3
CCN(CC)CCn1c(SCC(=O)NCCC2=CCCCC2)nc2c(sc3ccccc32)c1=O	-14	-0.4	2	-2	13	1.2	-4	-3	2	-10
COc1ccc(NC(=O)C(Sc2nnc3ccccn23)c2ccccc2)cc1Cl (configuration not stated)	4	-1.8	-3	-2	4	-0.2	-3	6	1	13
Nc1cc(=O)[nH]c(SCc2csc(-c3ccccc3)n2)n1	16	-2.8	1	-1	-2	-0.4	-3	-5	1	-3
O=C(O)c1ccccc1C(=O)NC1=NN(c2ccccc2)CC1	0	0.6	4	-4	-4	0.1	-4	-4	1	-1
COc1ccccc1C(=O)COC(=O)c1ccc(Cl)nc1	13	1.7	2	-4	-8	0.7	1	0	1	-2
COc1ccc(C=O)cc1COc1c(F)c(F)cc(F)c1F	9	-0.9	-3	-8	4	1.3	1	1	-7	-2
NC(=O)CSc1nnc(Cc2ccc3c(c2)OCO3)o1	0	-0.5	0	0	2	0.4	-2	-1	-1	-3
O=C(CCCn1c(=S)[nH]c2cc3c(cc2c1=O)OCO3)NCCc1ccccc1Cl	3	-1.6	17	-4	-8	2.4	14	-3	4	3
COc1ccc(CNC(=O)CCCCCNC(=O)N2CCn3c2nc2ccccc23)cc1	6	-2.2	-2	-2	-2	-0.7	-15	3	6	1
CCN1CCN(CC(=O)N2N=C(c3cccs3)CC2c2ccc(OC)cc2)C(=O)C1=O (configuration not stated)	-1	-0.1	0	3	-6	-0.2	-11	-1	-3	2
Cc1ccc2c(c1)NC(=O)C(CC(=O)Nc1ccc(Br)c(C)c1)O2 (configuration not stated)	3	-0.1	0	-3	1	0.6	-3	-5	0	0
O=S(=O)(N1CCCCCC1)N1CCNCC1	nt	-0.2	0	2	-4	1.7	1	-10	2	6
Cc1cccc(C)c1NC(=O)CNC(=O)C(Cc1ccccc1)NC(=O)c1ccccc1 (configuration not stated)	9	-4.2	1	-2	2	2.0	-11	14	5	-4
CCCNC(=O)CSc1nc(COc2ccccc2)nc2ccccc12	0	-1.7	0	0	-5	-1.1	-2	1	-1	-1
O=C(O)CCNC(=O)OCC1c2ccccc2-c2ccccc21	-14	-0.2	1	-5	-5	1.1	-3	-2	-9	0
COc1ccccc1/C=C/C=N/NC(=O)c1cccs1	nt	-2.9	4	-3	-7	0.3	4	4	4	nt
CC1CCCCN1C(=S)NC(=O)c1ccccc1 (configuration not stated)	0	-0.1	3	2	-1	1.0	3	6	0	0

Additional structures follow.
SMILES	MITF TRPM1 HTS	CAL PDZ FP-1	Wnt act	cardiac RTF act	Rtt109 HAT inh	CDK5 p35 inh	dFosB activator	Tat export inh	V-ATPase pHluor	CAL PDZ FP-2
CC(C)=C1C(=O)NN(c2ccc(F)c(Cl)c2)C1=O	11	nt	0	-3	24	-5.7	4	-10	0	8
COc1ccc(N2C(=O)C(F)(F)C2c2ccccc2F)cc1 (configuration not stated)	6	-2.1	0	-3	-6	0.9	-4	4	-2	3
CCOC(=O)CSc1c(-c2ccc(Cl)cc2)[nH]c2ccccc12	-17	-1.1	nt	-6	13	-1.3	-7	1	8	-2
COc1ccc(N(CC(=O)NC2CCCCC2)S(=O)(=O)c2cccs2)cc1	-1	1.1	-3	0	-8	-0.1	2	1	-1	-1
O=C(Cc1ccc(F)cc1)N(c1ccc(F)cc1)C1C=CS(=O)(=O)C1 (configuration not stated)	8	-2.4	-4	-7	-7	-0.6	-14	-1	2	-3
COc1ccc(C(O)(CCc2ccccc2)CCN2CCCCC2)cc1 (configuration not stated)	-1	-0.4	nt	nt	-10	0.6	-5	-1	-2	5
COc1cccc(CNC(=O)C(=O)NCCC2CCCCN2S(=O)(=O)c2ccc(C)cc2)c1 (configuration not stated)	-20	-0.2	-2	2	-3	0.7	-5	4	-3	0

Individual results from the entries so far:
COc1cccc(CNC(=O)C(=O)NCCC2CCCCN2S(=O)(=O)c2ccc(C)cc2)c1 (configuration not stated) in Rtt109 HAT inh: -3
COc1ccc(N2C(=O)C(F)(F)C2c2ccccc2F)cc1 (configuration not stated) in dFosB activator: -4
CC(C)=C1C(=O)NN(c2ccc(F)c(Cl)c2)C1=O in MITF TRPM1 HTS: 11

Full records from above:
`COc1ccc(NC(=O)C(Sc2nnc3ccccn23)c2ccccc2)cc1Cl` (configuration not stated) is listed with MITF TRPM1 HTS: 4; CAL PDZ FP-1: -1.8; Wnt act: -3; cardiac RTF act: -2; Rtt109 HAT inh: 4; CDK5 p35 inh: -0.2; dFosB activator: -3; Tat export inh: 6; V-ATPase pHluor: 1; CAL PDZ FP-2: 13
`COc1ccc(CNC(=O)CCCCCNC(=O)N2CCn3c2nc2ccccc23)cc1` is listed with MITF TRPM1 HTS: 6; CAL PDZ FP-1: -2.2; Wnt act: -2; cardiac RTF act: -2; Rtt109 HAT inh: -2; CDK5 p35 inh: -0.7; dFosB activator: -15; Tat export inh: 3; V-ATPase pHluor: 6; CAL PDZ FP-2: 1
`Cc1ccc(/C=N/n2cnc3sc(-c4ccccc4)cc3c2=O)o1` is listed with MITF TRPM1 HTS: -2; CAL PDZ FP-1: -3.3; Wnt act: 25; cardiac RTF act: 2; Rtt109 HAT inh: -9; CDK5 p35 inh: 0.1; dFosB activator: -5; Tat export inh: 1; V-ATPase pHluor: -1; CAL PDZ FP-2: -3
